Screening results as filed in PubChem.
DT40 TDP1 no CPT: qHTS for Inhibitors of human tyrosyl-DNA phosphodiesterase 1 (TDP1): qHTS in cells in absence of CPT. 420,000 tested, 15% active. AID 686978, 2013. DT40 Tdp1-/- hTDP1 cells, no CPT, ATP luminescence, 48 h. Potency, µM (doses to about 46.2 µM), for inactives: at the top dose activity change, negative = growth inhibition, hits mostly inhibitors; further: nearly all actives have a fitted effect of over 55% in size
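Compound effects on proliferation are scored in DT40 Tdp1-/-;hTDP1 cells in the absence of CPT. ATP levels (CellTiter-Glo luminescence) are recorded after a ≥48 hr, 37 °C incubation.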
KAT2A inh: qHTS Assay for Inhibitors of GCN5L2. GCN5L2 HAT assay, ThioGlo1 CoA-SH fluorescence. 390,000 tested, 0.21% active. Potency, µM (titrated, usually from 58.9 µM), inactives show top-dose activity change, negative = inhibition, most hits filed as inhibitors. Histone acetyltransferase KAT2A (Homo sapiens), Q92830
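Preincubate 20nM GCN5L2 with compound 15 min, RT → add 50uM ThioGlo1 + 75uM H3(1-25) + 70uM acetyl-CoA → read fluorescence 0 and 20 min. Primary qHTS; fluorescent artifacts likely.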
TDP1 inh: qHTS Assay for Inhibitors of Tyrosyl-DNA Phosphodiesterase (TDP1); Tyrosyl-DNA phosphodiesterase 1 (Homo sapiens), Q9NUW8; recombinant TDP1, AlphaScreen DNA substrate cleavage; Potency, µM (titrated, usually from 130 µM), for inactives: at the top dose activity change, negative = inhibition, actives largely listed as inhibitors; 350,000 tested, 0.28% active; AID 485290, 2010; further: nearly all actives have a fitted effect of over 40% in size
Target sequence (Q9NUW8 whole entry, looked up): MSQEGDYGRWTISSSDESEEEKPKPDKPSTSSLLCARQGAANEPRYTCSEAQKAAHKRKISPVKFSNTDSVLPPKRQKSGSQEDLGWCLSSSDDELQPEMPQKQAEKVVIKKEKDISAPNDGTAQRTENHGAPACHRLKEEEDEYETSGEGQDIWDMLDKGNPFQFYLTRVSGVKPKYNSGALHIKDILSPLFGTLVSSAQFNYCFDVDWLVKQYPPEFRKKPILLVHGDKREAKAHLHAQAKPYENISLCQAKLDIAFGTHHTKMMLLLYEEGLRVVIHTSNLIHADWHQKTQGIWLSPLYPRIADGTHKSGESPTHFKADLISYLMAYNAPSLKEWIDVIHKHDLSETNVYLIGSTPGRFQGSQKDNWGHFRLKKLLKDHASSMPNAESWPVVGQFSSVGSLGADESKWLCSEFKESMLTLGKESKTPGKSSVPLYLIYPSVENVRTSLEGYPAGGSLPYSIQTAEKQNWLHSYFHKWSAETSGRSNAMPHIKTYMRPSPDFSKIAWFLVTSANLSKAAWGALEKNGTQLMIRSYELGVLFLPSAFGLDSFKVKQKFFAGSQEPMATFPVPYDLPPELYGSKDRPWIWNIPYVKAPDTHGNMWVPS
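Enzyme-compound mixtures sat 15 min at room temperature, followed by a 5 min reaction with 15 nM final substrate and 10 min with AlphaScreen beads. Recombinant human Tdp1 was used at 1 nM final.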
Starred values were filed as active, the others as inactive; u = inconclusive; x = no result given; [ ] = another dose, or the depositor's remark. The call rests on the fitted dose curve; in most records, active means well fitted curve in the direction sought with a large enough effect; inconclusive means small, poorly fitted or top-dose-only effect, or another doubt; inactive means no such curve, though single readings can be large; an effect the other way counts as inactive or inconclusive. On the % scale 0 is the no-effect control and ±100 the full control effect; potency means the concentration at half of the fitted maximal effect.

SMILES | DT40 TDP1 no CPT | KAT2A inh | TDP1 inh
COc1ccc(/C=N/Nc2nc(N3CCCC3)nc(N3CCCC3)n2)cc1O | u | -5% | 4%
Cc1nnc(SCc2ccc(F)cc2)n1NC/C=C/c1ccccc1 | u | -7% | -6%
CCc1ccc2c(c1)c(=O)c(S(=O)(=O)c1ccc(Cl)cc1)cn2CC | u | -3% | -1%
CCC(C)[C@H](NC(=O)N1CC(=O)Nc2ccccc21)C(=O)NC(C)CCc1ccccc1 (some centres undefined) | -18% | -1% | 3%
O=C(c1ccc(Cl)c(S(=O)(=O)NCc2ccccc2)c1)N1CCN(c2ccccn2)CC1 | u | -2% | 4%
CCc1nnc(NC(=O)CCc2ccc(C)o2)s1 | -13% | u | 4%
CN1c2ccccc2C(C)(C)C12CC(c1ccc(S(=O)(=O)N3CCCCC3)cc1)=NO2 (centres undefined) | 21µM* | 0% | -3%
Cc1cc2ccccn2c1C(C[N+](=O)[O-])c1ccc(N(C)C)cc1 (centres undefined) | u | -4% | 10%
COc1ccc(NC(=O)CC2SC3=NCCN3C2=O)cc1 (centres undefined) | 3% | -8% | 8%
CCOc1ccccc1-c1nc(SCC(=O)c2ccc(OC)c(Br)c2)n[nH]1 | -5% | -9% | 9%
O=c1[nH]n2c(=O)c3c([nH]c2c1N=Nc1cccc(Cl)c1)CCC3 | 0% | u | -3%
COc1ccc(/C=N/NC(=O)c2nc(-c3ccccc3)n(-c3ccccc3)n2)cc1 | 3% | -3% | 5%
O=C(CC(C(=O)O)C1CCCO1)NCCc1ccc2c(c1)OCO2 (centres undefined) | -11% | 1% | 1%
CCc1ccc(OC(C)C(=O)Nc2c(C(=O)c3ccccc3)oc3ccccc23)cc1 (centres undefined) | x | -3% | -4%
CC1=C(C(=O)Nc2ccccc2)C(c2ccccc2)n2nc(-c3ccco3)nc2N1 (centres undefined) | -26% | -5% | 7%
COc1ccc(C(CNC(=O)c2oc3ccccc3c2C)N2CCCC2)cc1 (centres undefined) | u | -7% | 1%
CCn1ccc2cc(S(=O)(=O)N3CCCN(C(=O)Nc4ccc(C)c(F)c4)CC3)ccc21 | x | -2% | 2%
Cc1ccc(NC(=O)Cn2nnc3ccccc32)c(C)c1 | -12% | 2% | 5%
Cc1cccc(NC(=S)NCc2ccc3c(c2)cc(C)n3C)c1C | 15µM* | -24% | 8%
CCCc1ccc(Oc2cc(NN3CCCCC3)c([N+](=O)[O-])cc2[N+](=O)[O-])cc1 | -22% | 0% | x
C(=N\Nc1nc2ccccc2[nH]1)/c1ccncc1 | -27% | -12% | 9%
Cc1ccc(NS(=O)(=O)c2c(C(=O)N3CCCCCC3)c(C)n(C)c2C)c(Cl)c1 | u | -4% | 13%
COc1ccc(OC)c(CCNC(=O)Cc2ccc(NC3=NC4CS(=O)(=O)CC4S3)cc2)c1 (centres undefined) | -2% | -10% | x
CCCOc1cccc(C(=O)N(Cc2ccc(C)o2)C2CCS(=O)(=O)C2)c1 (centres undefined) | u | 3% | 0%
COCCCn1c(=O)/c(=C\c2ccccc2OC(F)F)s/c1=C(/C#N)C(N)=O | -2% | -6% | 0%

Looked up one by one from the entries so far (2):
SMILES | DT40 TDP1 no CPT | KAT2A inh | TDP1 inh
O=c1[nH]n2c(=O)c3c([nH]c2c1N=Nc1cccc(Cl)c1)CCC3 | 0% | u | -3%
CCc1ccc(OC(C)C(=O)Nc2c(C(=O)c3ccccc3)oc3ccccc23)cc1 (centres undefined) | x | -3% | -4%

Results in TDP1 inh and KAT2A inh, for 4 of the compounds above:
Compound | TDP1 inh | KAT2A inh
Cc1ccc(NC(=O)Cn2nnc3ccccc32)c(C)c1 | 5% | 2%
Cc1cccc(NC(=S)NCc2ccc3c(c2)cc(C)n3C)c1C | 8% | -24%
CCCc1ccc(Oc2cc(NN3CCCCC3)c([N+](=O)[O-])cc2[N+](=O)[O-])cc1 | x | 0%
C(=N\Nc1nc2ccccc2[nH]1)/c1ccncc1 | 9% | -12%

Later entries.
SMILES | DT40 TDP1 no CPT | KAT2A inh | TDP1 inh
Nc1nnc(SCC(=O)c2ccco2)s1 | -6% | -6% | 4%
CCOc1ccc2nc(SCC(=O)NCc3ccc(OC)cc3)[nH]c2c1 | -6% | -17% | x
Cn1c(=O)n(Cc2ccco2)c(=N)c2c3c(sc21)CCC3 | -29% | x | -2%
CO/N=C/C(=N\Nc1ccc(C)cc1)C(=O)c1ccc(OC)cc1 | 3.3µM* | -12% | 2%
O=C(Nc1ccc(OC(F)(F)F)cc1)c1ccc2ccccc2n1 | u | 1% | -1%
O=C(COc1ccc(Cl)cc1Cl)N1CCN(C(=O)c2ccco2)CC1 | -10% | -3% | x
COC(=O)c1cc(S(=O)(=O)N(C)C2CCCCC2)c[nH]1 | -4% | -3% | -3%
Cc1ccc(OCC(=O)Nc2nnc(S(=O)(=O)N3CCC(C)CC3)s2)cc1 | -26% | u | 0%
COc1ccccc1N1CCN(S(=O)(=O)c2ccc(Br)s2)CC1 | -9% | -4%[0.501 µM] | 1%
Cn1c(NC(=O)c2ccc(F)c(F)c2)cc(=O)n(C)c1=O | -5% | 2% | 3%
COc1cccc(CNC(=O)C2CCCN(S(=O)(=O)c3c(C)[nH]c(=O)[nH]c3=O)C2)c1 (centres undefined) | 6% | 2% | -5%
CC(=O)Nc1nonc1-c1nc2ccccc2n1Cc1ccccn1 | u | 2% | 5%
O=C(O)Cc1c(C(=O)O)nnn1-c1cccc(C(F)(F)F)c1 | 6% | -7% | 0%
COc1cc(OC)c(C=O)c(OC(=O)N2CCOCC2)c1 | -2% | -9% | x
Cc1cc(C(=O)Nc2ccccc2)c(C)o1 | u | 0% | 2%
Cc1ccc(C(=O)CSc2nc(-c3ccccc3)ccc2C#N)cc1 | u | -5% | -3%
N#Cc1ccc(C(=O)NCC(c2ccco2)N2CCCC2)cc1 (centres undefined) | -6% | 1% | 5%
COCCCNc1nc2c(c(=O)[nH]c(=O)n2C)n1CC(O)COc1ccccc1C (centres undefined) | -26% | -4% | 7%
Cc1cc(OC(C)C(=O)Nc2cccc(-c3nc4ccccc4o3)c2)cc(C)c1Cl (centres undefined) | 16µM* | 29% | -13%
CCN1C(=O)N[C@@H](c2ccccc2)C(C(=O)OC)=C1C | -15% | x | 6%[12.3 µM]
Cc1csc(SCC(=O)N2CCN(S(=O)(=O)c3ccccc3)CC2)n1 | -6% | -2% | 3%
CCOc1ccc(S(=O)(=O)N2CCC(c3ccncc3)CC2)cc1 | u | 4% | 1%
Cc1ccc(Cl)cc1N1CCN(S(=O)(=O)c2ccc3c(c2)CCCN3C(=O)C2CCC2)CC1 | u | 0% | 5%
N#Cc1c(SCC(=O)N2CCOCC2)nsc1SCC(=O)N1CCOCC1 | -1% | -5% | 7%
C/C(CC(=O)C(F)(F)F)=N\NC(=O)/C(C#N)=C/N(C)C | -11% | 16% | -3%

Exported field by field: entries from further up
COc1cc(OC)c(C=O)c(OC(=O)N2CCOCC2)c1
  DT40 TDP1 no CPT: -2% | KAT2A inh: -9% | TDP1 inh: x
Cc1cc(C(=O)Nc2ccccc2)c(C)o1
  DT40 TDP1 no CPT: u | KAT2A inh: 0% | TDP1 inh: 2%
Cc1ccc(C(=O)CSc2nc(-c3ccccc3)ccc2C#N)cc1
  DT40 TDP1 no CPT: u | KAT2A inh: -5% | TDP1 inh: -3%
N#Cc1ccc(C(=O)NCC(c2ccco2)N2CCCC2)cc1 (centres undefined)
  DT40 TDP1 no CPT: -6% | KAT2A inh: 1% | TDP1 inh: 5%

Remaining list, next part.
SMILES | DT40 TDP1 no CPT | KAT2A inh | TDP1 inh
Nc1ccc(C(=O)OCC(=O)Nc2cc([N+](=O)[O-])ccc2F)cc1 | -28% | 2% | 3%
CC(C)(C)C(=O)Cn1c(=O)n(CC2CCCO2)c(=O)c2ccccc21 (centres undefined) | -20% | -1% | 3%
COc1cccc(CNC(=O)c2ccc(NC(=O)C3=CSCCO3)cc2)c1 | -16% | -18% | 3%
COc1cccc(C2NC(C)(C(=O)O)C3C(=O)N(C(C)C)C(=O)C23)c1O (centres undefined) | 1% | -7% | 3%
COc1ccc2nc(COC(=O)c3cccs3)c(C(C)=O)[n+]([O-])c2c1 | -3% | -16% | 8%
COc1ccc(S(=O)(=O)NCc2cccnc2)cc1NC(=O)c1ccccc1 | -18% | -3% | 6%
Cc1ccc(OC(=O)CSc2nnc(-c3cccs3)o2)c(C)c1 | -2% | -5% | -3%
O=C(O)c1cccc(NC(=S)N/N=C/c2cccc(O)c2)c1 | 1% | -7% | 3%
COc1ccccc1NC(=O)CC(=O)CSc1nnc(-c2ccc(C)cc2)n1-c1ccccc1 | -13% | -8% | 4%
Oc1cccc(Nc2c3ccccc3nc3ccccc23)c1 | 1.8µM* | 1% | x
C[C@H](CO)N1C[C@H](C)[C@@H](CN(C)CC2CCCCC2)Oc2c(NC(=O)Cc3ccccc3)cccc2C1=O | 16µM* | -3% | 3%
Cc1ccc2[nH]c(=O)c(CN(CCCN(C)C)C(=S)NCCc3ccccc3)cc2c1 | u | -3% | 6%
CCOC(=O)N1CCc2c(sc3c2c(=O)n(-c2ccc(Cl)cc2)c(=O)n3CC(=O)Nc2ccccc2)C1 | u | 3% | 3%
CC(=O)Nc1ccc(S(=O)(=O)NC2CC(=O)N(c3ccc4c(c3)OCCO4)C2)cc1 (centres undefined) | -18% | -1% | 1%
O=C(Nc1ccccc1C(=O)Nc1ccncc1)c1ccccc1 | -20% | 0% | -3%
CCc1nnc(SCC(=O)Nc2nccs2)n1CC | 4% | 1% | 1%
O=C1CC(c2ccco2)CC(O)=C1C=NCCN1CCN(C(=O)Nc2ccc(Cl)cc2)CC1 (centres undefined) | u | -4% | 8%
Clc1nnc(Cl)c2c1ncn2Cc1ccccc1 | u | -4% | x
O=C(NCCN1CCOCC1)c1cc([N+](=O)[O-])ccc1Cl | -2% | -2% | x
Cc1c(NC(=O)Nc2ccccc2[N+](=O)[O-])c(=O)n(-c2ccccc2)n1C | 3% | -22% | x
CN(Cc1nc(-c2cccc(Cl)c2)no1)C1CCOCC1 | u | u | 2%
CCC(=O)OCn1nnc2ccccc2c1=O | 4% | 0% | -1%
COc1ccc(C)cc1NC(=O)CNC(C)C(=O)Nc1ccc(C(C)=O)cc1 (centres undefined) | 2% | -2% | x
Cc1ccc(C(=O)NCC(c2ccco2)N2CCc3ccccc3C2)cc1C (centres undefined) | 21µM* | -10% | -6%
Cc1cccc(C2=NN(c3ccccc3)[C@@H](C(=O)N3CCOC3=O)[C@@H]2C)c1 | u | -15% | -5%[56.1 µM]
SMILES | DT40 TDP1 no CPT | KAT2A inh | TDP1 inh
O=C(COc1ccc(Cl)cc1)NCCNc1ccc([N+](=O)[O-])cc1 | -15% | -22% | x
CN(CC(=O)Nc1cccc(F)c1)CC(=O)NC(c1ccccc1)c1ccccc1 | u | -3% | -1%
CC1CN(C(=S)Nc2ccc(F)cc2F)CC(C)O1 (centres undefined) | 6% | 0% | 2%[56.1 µM]
C=CCN1C(=O)c2ccc(C(=O)NCCOc3ccccc3F)cc2C1=O | 6% | 3% | 4%
Cc1c(C(=O)Nc2ccc(C(C)C)cc2)sc2nc3n(c(=O)c12)CCC3 | 21µM* | 1% | 3%
Cc1onc(-c2ccccc2)c1C(=O)N(C)CC(=O)Nc1ccc(F)c(F)c1F | u | -1% | 0%
FC(F)(F)c1ccccc1CN1CCN(C2CCCCCC2)CC1 | u | 0% | -2%
CC(C)c1ccc(NC(=O)CSc2nc3ccsc3c(=O)n2CCC(=O)O)cc1 | 20% | 2% | 4%
COc1cc(C(=O)NC2CCN(C)CC2)ccc1Nc1ncc2c(n1)N(C1CCC(O)CC1)CCC(=O)N2C (centres undefined) | 16µM* | 2% | 1%
COc1cc(OC)cc(C(=O)N2CCC(C(=O)NCCc3ccccc3)CC2)c1 | 7.3µM* | -17% | x
O=C(Nc1ccccc1Cl)N1CCN(Cc2ccc3c(c2)OCO3)CC1 | -25% | -3% | 0%
CC1=C(C(=O)OCc2ccc(C)cc2)C(c2c(Cl)cccc2Cl)CC(=O)N1 (centres undefined) | u | 1% | 5%
Nn1c(SCC(=O)NC2CCCC2)nnc1-c1ccccc1F | -9% | 8% | -2%
COc1ccc(CCN2C(=O)CN(C3CCC(C)CC3)C(=O)C2c2ccc(OC(C)C)c(OC)c2)cc1OC (centres undefined) | u | -15% | 7%
NC(=O)Cn1cnc(-c2ccccc2)c1 | -10% | -2% | 1%
COCCCNc1nc2c([nH]1)c(=O)[nH]c(=O)n2C | -1% | 2% | 2%
Cc1ccc([N+](=O)[O-])cc1NC(=O)CCSc1ccc(Cl)cc1 | -33% | 2% | 0%
CCCn1c(N)c(C(=O)CN(C)CC(=O)Nc2ccccc2C(F)(F)F)c(=O)[nH]c1=O | 21µM* | -5% | -2%[56.1 µM]

Only part of the results is shown; the hit share may differ from the screen's.
